D1 potentiator = potentiators of human D1 dopamine receptor | AID 504651 | potentiation, % at 10 µM | HEK293 TREx D1 cells, calcium flux, dopamine EC20 potentiation | 0.036% of 360,000 active; in the data active means potentiation above about 30%; further: 0% is about no effect
Target sequence (P21728 whole entry, looked up): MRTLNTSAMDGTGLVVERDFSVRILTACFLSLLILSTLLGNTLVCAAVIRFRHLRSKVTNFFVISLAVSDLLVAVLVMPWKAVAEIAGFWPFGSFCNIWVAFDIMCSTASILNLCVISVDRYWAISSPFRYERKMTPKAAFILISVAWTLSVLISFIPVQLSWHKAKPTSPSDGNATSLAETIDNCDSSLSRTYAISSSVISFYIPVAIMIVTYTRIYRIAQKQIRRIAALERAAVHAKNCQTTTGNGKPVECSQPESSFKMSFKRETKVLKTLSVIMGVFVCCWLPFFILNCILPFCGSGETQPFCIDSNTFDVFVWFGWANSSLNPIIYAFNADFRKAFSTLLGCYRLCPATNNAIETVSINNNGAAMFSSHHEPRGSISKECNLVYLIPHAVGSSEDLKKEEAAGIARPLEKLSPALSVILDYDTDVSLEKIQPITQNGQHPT
TRHR PAM = allosteric enhancers of human TRH receptor; enhancement, % at 2 µM; 0.66% of 360,000 active; P34981; TRHR cells, fluo-8 calcium fluorescence, EC20 TRH enhancement; in the data active means enhancement above about 30%; further: 0% is about no effect
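Enhancer read-out: after compound pinning and an initial kinetic agonist-mode read, an EC20 of TRH (10 nM final) was injected and fluo-8 calcium signal (Ex 480/Em 530) followed at 1 s/cycle for 100 cycles in TRHR-expressing cells.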
D2 agonist = agonists of human D2 dopamine receptor; P14416; HEK293 T-REx D2 cells, calcium flux agonist mode; activation, % at 2 µM; 0.53% of 340,000 active; AID 485358;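 active means activation over 3 SD above normal in the single-dose calcium agonist read, cut at about 30% in these data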; further: 0% is about no effect
Target sequence (P14416 whole entry, looked up): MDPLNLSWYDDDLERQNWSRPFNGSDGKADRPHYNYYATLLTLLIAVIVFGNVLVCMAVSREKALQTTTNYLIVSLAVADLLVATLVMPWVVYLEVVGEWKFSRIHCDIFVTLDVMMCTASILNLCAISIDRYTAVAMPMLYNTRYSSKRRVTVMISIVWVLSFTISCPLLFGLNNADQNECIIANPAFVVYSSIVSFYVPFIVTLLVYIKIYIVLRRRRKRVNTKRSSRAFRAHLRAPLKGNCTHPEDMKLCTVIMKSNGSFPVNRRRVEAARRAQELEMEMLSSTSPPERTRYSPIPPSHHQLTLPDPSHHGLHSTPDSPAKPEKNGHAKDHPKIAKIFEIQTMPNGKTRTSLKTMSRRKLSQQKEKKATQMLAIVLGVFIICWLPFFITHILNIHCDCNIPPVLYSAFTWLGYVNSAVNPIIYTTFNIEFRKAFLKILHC
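Agonism is scored from calcium flux in a force-coupled, inducible HEK293 cell line expressing D2, read kinetically for 180 s after compound addition against dopamine controls.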
D2 antagonist = D2 dopamine receptor (human) antagonism. HEK293 TREx D2 cells, calcium flux, dopamine EC80. 2% of 340,000 active. P14416. inhibition, % at 10 µM; in the data active means inhibition above about 30%; further: 0% is about no effect
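Measurement of antagonist activity uses fluorescent calcium dye in inducible HEK293 T-REx D2 cells: 10 s baseline, compound addition with 180 s read, EC80 dopamine addition with a further 180 s read.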
TRHR agonist = activates the human TRH receptor; TRHR cells, calcium flux fluo-8, FDSS agonist mode; activation, % at 2 µM; 0.18% of 360,000 active; AID 493084; further: 0% is about no effect
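Steps: seed TRHR cells overnight; add fluo-8 no-wash Ca dye, RT 30 min–1.5 h; record 10 s baseline; pin-transfer compounds; monitor fluorescence 1 cycle/s for the agonist window. Calcium increases flag candidate agonists.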
D1 agonist = activates the human D1 dopamine receptor. HEK293 T-REx D1 cells, calcium flux, agonist mode. P21728. 1% of 360,000 active. activation, % at 2 µM; further: 0% is about no effect
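Agonism was scored from calcium flux recorded over 180 s (1 read/s) after pintool compound addition, following a 10-cycle baseline. Cells were inducible force-coupled HEK293 TREx D1, plated overnight at 30 C and loaded with no-wash calcium dye.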
D1 antagonist = human D1 dopamine receptor antagonism | HEK293 TREx D1 cells, calcium flux, dopamine EC80; stronger effect = lower value | activity change, negative = inhibition, % at 10 µM | AID 504652 | 3.2% of 360,000 active; in the data active means activity change below about -30%; further: on the % scale 0 is the no-effect control and ±100 the full control effect
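After overnight tetracycline induction at 30 C, force-coupled D1 HEK293 cells took up a no-wash calcium dye at room temperature. Compounds were added and monitored 180 s, and the response to EC80 dopamine was then recorded.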
D2 PAM = positively modulates the human D2 dopamine receptor allosterically; 0.34% of 340,000 active; P14416; potentiation, % at 10 µM; AID 485347; HEK293 T-REx D2, calcium flux, EC20 dopamine potentiation;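 active means potentiation over 3 SD above the plate norm, cut at about 30% in these data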; further: 0% is about no effect
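Potentiation of an EC20 dopamine calcium response is measured in a force-coupled, tetracycline-inducible Hek293 Trex D2 line. Compound-only kinetic reads over 180 s flag agonists before dopamine addition.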
RXFP1 antagonist = blocks the human relaxin receptor RXFP1; Q9HBX9; HEK293-RXFP1, relaxin-stimulated cAMP HTRF, 30 min; stronger effect = lower value; activity change, negative = inhibition, % at 57.5 µM; 0.59% of 350,000 active; AID 1259400;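 active means activity change of -60% or lower, but not beyond a set lower limit; inconclusive means change between -60% and -40%, or beyond the set limit; inactive means change above -40%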; further: on the % scale 0 is the no-effect control and ±100 the full control effect
* = called active by the depositor; u = inconclusive; x = not tested or not shown. Unless noted, no stated cut-off is given here; in the data, active means activation above about 30%; inactive means the rest. The order is random. Share with any hit: about 7.3%.

SMILES	D1 potentiator	TRHR PAM	D2 agonist	D2 antagonist	TRHR agonist	D1 agonist	D1 antagonist	D2 PAM	RXFP1 antagonist
COC(=O)c1ccc(COc2cc(O)c3c(c2)OC(C)(C)CC3=O)cc1	6.0	3.4	-0.2	10.1	-0.4	18.1	-34.7*	11.1	-3.7
CN(Cc1ccccc1)c1nc(CN2CCOCC2)nc2scc(-c3ccccc3)c12	0.9	-7.2	0.0	-9.1	0.1	5.9	13.5	-29.6	-21.5
COc1ccccc1-c1nc(SC)n[nH]1	-1.6	1.0	0.9	-7.4	0.9	-0.5	x	-11.6	-6.8
CCN(CC)C(=O)/C(=C/c1ccc2c(c1)OCO2)NC(=O)c1ccc(Br)cc1	-8.6	-0.9	-0.8	5.8	-0.4	2.8	4.9	-0.7	-10.5
Cc1ccc(OC(=O)c2snnc2C)cc1C	1.4	-2.9	-0.7	x	-0.5	2.4	-10.1	6.8	-15.9
COc1ccccc1NS(=O)(=O)c1cccc(NC(=O)CCNC(=O)c2ccccc2OC)c1	-0.9	-5.5	0.5	-9.0	0.5	1.0	-1.1	-7.4	6.9
CCOC(=O)C1CCCN(C(=O)c2ccccc2NC(=O)C2=C(C)OCCS2)C1 (stereo unspecified)	3.4	-2.3	-0.4	4.6	-0.2	0.9	8.7	-0.6	2.6
CCN1CCN(Cc2nc(N)nc(Nc3ccc(C)c(C)c3)n2)CC1	-6.0	-6.2	0.6	13.8	-0.4	0.9	1.6	0.7	14.5
O=S(=O)(NCCc1cn2ccccc2n1)c1ccc2c(c1)OCCO2	-5.2	-3.8	0.5	12.7	0.3	2.9	-3.5	1.9	0.1
CC(=O)N1CCCC(C(=O)c2ccc(Oc3ccccc3)cc2)C1 (stereo unspecified)	-3.6	-4.8	-0.8	6.0	-0.9	10.8	-2.7	4.3	-4.7
Cc1cc(C)c[n+](CC(=O)c2ccccc2)c1	-3.1	3.1	0.4	5.2	0.0	2.2	4.1	-4.7	1.5
O=C(COC(=O)C12CC3CC(CC(C3)C1)C2)Nc1ccccc1F	-0.9	-0.2	-0.8	-1.8	0.2	0.7	-0.9	-2.6	-18.3
COc1ccc(-c2nn(-c3ccccc3)cc2CN2CCCO2)c(F)c1	-0.9	0.1	0.7	14.3	0.2	0.8	8.7	-9.5	10.6
COC(=O)N[C@@H]1C[C@H]2[C@@H]3CC[C@H]4C[C@@H](OC)CC[C@]4(C)[C@H]3CC[C@]12C	5.4	6.1	0.5	-0.7	0.3	6.6	-0.2	4.2	x
N#Cc1cc2ccccc2nc1SCc1ccccn1	6.8	0.5	0.9	-5.4	-1.7	0.5	-1.6	8.8	1.7
CCC(C)C(N=C1NS(=O)(=O)c2ccccc21)C(=O)N1CCC(C)CC1 (stereo unspecified)	-3.4	13.6	-0.4	17.0	-0.2	0.3	2.1	-2.0	4.5
COC(=O)[C@]1(Cc2ccccc2)N[C@H](c2ccc(-c3ccc(F)cc3)cc2)[C@@H]2C(=O)N(C)C(=O)[C@@H]21	-0.9	-1.2	0.2	-5.9	0.4	7.7	-19.3	-11.9	x
Cc1ccc(NC(=O)c2cccc(C(=O)Nc3ccc(C)c(C)c3)n2)cc1C	2.5	1.0	0.8	-9.8	0.7	5.8	17.2	0.0	2.5
Nc1cc(-c2ccc(Cl)cc2)nn1S(=O)(=O)c1ccccc1	x	4.6	1.5	6.9	-0.6	2.1	0.8	6.0	x
CNc1nc(OCC#N)nc(N2CCCCC2)n1	0.2	-12.3	0.6	3.4	0.2	0.3	6.0	-27.9	-35.3
CCOC(=O)N1CCC(N2C(=O)c3ccccc3C2Nc2c(C)cccc2C)CC1 (stereo unspecified)	x	-0.8	-0.7	2.8	0.1	0.9	-1.4	-5.7	2.7
CC1CCCN(Cc2c(O)ccc3c(=O)c(Oc4ccc(C(C)(C)C)cc4)c(C(F)(F)F)oc23)C1 (stereo unspecified)	1.5	-0.7	1.3	x	-1.0	-1.8	11.8	1.0	-6.6
O=C(O)c1cc([N+](=O)[O-])ccc1C(=O)Nc1ccccc1	-2.2	4.3	0.7	14.5	-1.4	1.4	8.9	0.3	37.1
CC1(C)CCc2nc(SCc3ccccc3)c(C#N)cc2C1	-7.1	12.4	-0.3	14.3	0.6	4.2	7.2	1.6	18.2
Cc1ccccc1-n1cc(-c2ccc(Br)cc2)nc1SCC(N)=O	-3.6	-15.9	0.3	15.0	0.3	2.9	-13.3	-5.3	-26.5

Two of the compounds above, as comma-separated lines.
Compound,D1 potentiator,TRHR PAM,D2 agonist,D2 antagonist,TRHR agonist,D1 agonist,D1 antagonist,D2 PAM,RXFP1 antagonist
CCN(CC)C(=O)/C(=C/c1ccc2c(c1)OCO2)NC(=O)c1ccc(Br)cc1,-8.6,-0.9,-0.8,5.8,-0.4,2.8,4.9,-0.7,-10.5
CC(=O)N1CCCC(C(=O)c2ccc(Oc3ccccc3)cc2)C1 (stereo unspecified),-3.6,-4.8,-0.8,6.0,-0.9,10.8,-2.7,4.3,-4.7

(cont.)
SMILES	D1 potentiator	TRHR PAM	D2 agonist	D2 antagonist	TRHR agonist	D1 agonist	D1 antagonist	D2 PAM	RXFP1 antagonist
CCN1CCN(C(=O)C2COc3ccccc3O2)CC1 (stereo unspecified)	-13.2	21.7	0.0	-6.6	0.9	4.1	0.9	4.7	3.8
COc1ccc(-c2nnc(SCC(=O)NCCc3ccccc3)o2)cc1	-0.7	1.2	-0.8	6.9	0.0	3.2	-6.4	9.0	-12.8
C[C@H](NC(=O)c1ccccc1Cl)C(=O)OCC(=O)N1CCN(c2ccccc2)CC1	-5.8	1.5	-0.4	8.3	0.5	0.4	-2.0	4.3	-0.3
COc1ccc(NC(=O)c2c(N)cnn2C)cc1	-0.1	-3.6	-0.5	-16.6	0.0	-3.2	27.3	7.9	10.7
Cc1ccc(-n2nc(C(=O)Nc3ccc(C)c(F)c3)c3c4ccccc4n(C)c3c2=O)cc1	2.5	8.6	-0.3	x	1.1	0.9	3.4	-0.1	-1.6
COc1ccc(S(=O)(=O)n2cnc3ccccc32)c(C)c1	-4.1	-7.3	1.1	5.0	0.3	5.8	-34.0*	-12.0	3.6
Cc1ccc(NC(=O)c2cnc3sc(N4CCOCC4)nn3c2=O)cc1N(C)C	-3.0	0.8	-0.4	x	-0.4	1.0	-3.8	9.8	-12.7
COc1cccc(CN(C)C(=O)c2ccc(NS(=O)(=O)c3ccc4[nH]c(=O)[nH]c4c3)cc2)c1OC	-6.8	2.3	0.4	0.1	0.3	2.8	-2.3	19.1	-2.4
O=C(NN1CCOCC1)C12CC3CC(CC(C3)C1)C2	-6.4	6.2	0.0	2.8	0.8	3.5	13.4	-2.3	x
COc1cc2c(cc1OC)C(c1ccccc1)N(C(=O)c1cccc(S(C)(=O)=O)c1)CC2 (stereo unspecified)	-4.3	6.2	-1.9	0.0	-0.5	0.7	-7.8	4.5	12.1
COc1ccc2nc(NC(=O)c3ccccc3[N+](=O)[O-])sc2c1	1.8	8.3	-0.1	22.8	-0.6	3.8	19.7	2.1	-2.3
Cc1ccc(C(=O)N/N=C2\CC3CC=CC23)c(C)c1 (stereo unspecified)	-3.2	-1.3	-0.1	-2.3	0.0	-4.7	5.5	-3.5	11.0
CC(N=Cc1cccc(O)c1O)c1ccccc1 (stereo unspecified)	-3.0	1.3	-1.5	-14.0	0.7	4.8	-7.8	3.9	22.0
CC[C@@H](C)[C@H](NC(=O)Cc1c(C)c2cc3c(C)coc3c(C)c2oc1=O)C(=O)O	12.8	-7.7	0.4	6.0	1.1	1.6	7.3	-7.2	10.3
O=C(CCN1CCN(c2ccc(Cl)cc2)CC1)Nc1ccccc1F	-1.3	-0.7	26.7	35.9*	-0.4	1.7	-4.7	-21.5	-7.7
CC1CC1C(=O)OCC(=O)Nc1cccc(S(=O)(=O)NC2=NCCCCC2)c1 (stereo unspecified)	5.2	0.9	-1.4	-18.1	0.0	5.5	0.4	1.9	-2.3
Cc1nn(CC(=O)N(C)C2CCS(=O)(=O)C2)c(C)c1[N+](=O)[O-] (stereo unspecified)	5.8	1.6	0.5	-2.0	0.2	2.4	-3.8	0.0	-3.5
COc1ccc2c(c1)CC[C@@H]1[C@@H]2CC[C@]2(C)C(=O)CC[C@@H]12	-6.8	-11.2	-2.2	13.9	-0.7	0.2	-2.2	-10.8	x
O=S(=O)(Nc1nc2ccccc2[nH]1)c1ccc2ccccc2c1	-6.2	-4.8	56.5*	0.6	-0.3	3.9	-0.3	-19.3	20.9
Cc1ccc(CNC(=O)Cc2ccc(NC(=O)N3CCSc4ncccc43)cc2)cc1	-1.9	1.3	-0.6	x	0.3	3.0	-7.9	1.7	-17.1
CCCC(=O)Nc1cc(-c2nc3cccnc3s2)ccc1C	-3.4	15.1	-0.1	x	-0.4	49.1*	24.3	9.3	-4.6
COc1cc(C(=O)N/N=C(\C)c2ccc(NC(=O)Cc3ccccc3)cc2)ccc1O	-5.8	5.2	0.0	-0.4	-0.1	-0.4	-3.8	-4.7	4.5
COc1ccc(-c2c3c(=O)n(C)c(=O)n(C)c3c3n2-c2ccccc2NC3c2ccco2)cc1 (stereo unspecified)	-3.0	-1.5	0.8	x	-0.1	1.2	-4.1	-3.8	-8.5
CCn1c(SCC(=O)O)nnc1-c1ccc(S(=O)(=O)N2CCCC2)cc1	7.7	-4.6	-0.8	13.2	0.2	1.2	-9.2	7.0	-9.2
Cc1ccc(-c2cc(C(=O)NCc3ccc4c(c3)OCO4)[nH]n2)c(O)c1C	1.6	-14.7	-0.5	-14.2	-0.3	3.9	-20.5	-26.8	-32.6
Further entries.
SMILES	D1 potentiator	TRHR PAM	D2 agonist	D2 antagonist	TRHR agonist	D1 agonist	D1 antagonist	D2 PAM	RXFP1 antagonist
COc1ccc2[nH]c3c(=O)n(CCCCC(=O)NCCN4CCCC4)c(=S)[nH]c3c2c1	-6.8	6.3	0.7	-6.7	0.7	1.8	-3.7	-19.4	u
O=C1C2C3C=CC(C2C(=O)N1C1CCCCC1)C1C(=O)N(C2CCCCC2)C(=O)C31 (stereo unspecified)	-1.1	0.5	-0.6	-14.4	0.9	-1.5	x	7.0	-5.7
CCc1ccc(C(C)NC(=O)Cc2ccc(F)cc2)cc1 (stereo unspecified)	-4.2	5.3	-1.3	3.1	-0.8	3.5	x	-3.6	-6.4
CCC(=O)Nc1nonc1-c1nc2ccccc2n1Cc1ccccc1	-3.8	4.1	1.4	-7.5	-1.0	7.3	-16.4	-4.8	-7.2
CCn1cc(S(=O)(=O)Nc2ccc(C)c(Cl)c2)cn1	-1.1	6.6	-0.5	-12.0	-0.3	4.0	2.6	1.5	2.7
Cc1ccc(C(=O)Nc2nnc(-c3ccco3)o2)cc1C	-4.8	3.9	-0.2	-9.8	0.6	-0.6	-2.0	-17.4	-31.0
CN(C)c1cccc2c1c(NC(=O)Nc1ccc(F)cc1F)nn2C	-9.8	-6.4	0.9	2.5	-0.2	-1.2	-8.5	-13.7	-5.4
O=C1CC(Sc2ncccn2)C(=O)N1c1ccccc1C(F)(F)F (stereo unspecified)	7.8	0.1	1.4	5.9	2.9	-0.5	-1.5	x	14.1
Cc1ccnn1CC(=O)N/N=C/c1ccco1	-3.0	-12.2	-0.3	-1.0	0.3	0.2	35.3	7.4	-8.0
O=C(NNC(=O)c1ccc([N+](=O)[O-])cc1C(=O)O)c1ccncc1	2.2	-1.5	0.4	3.9	0.3	1.4	-0.2	-12.2	-2.4
